# BRCA1 expr up: BRCA1 expression activation; MCF7-BRCA1-FFLuc reporter, luminescence, 48 h; response scale: scaled: vehicle 0%, 10 µM genistein 100%; Potency, µM (series often up to 46.1 µM), for the others: at the highest dose activation, hits mostly activators; 380,000 compounds, 1.1% hits; AID 624202; also: nearly all actives have a fitted effect of over 80% in size; some results filed as inactive show a strong effect at the top dose
#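 Luminescence from a BRCA1-driven firefly luciferase in MCF7 cells was the read-out, taken 15 min after substrate addition following 48 h compound exposure at 37 °C. Data were normalized to a 10 microM genistein control and DMSO vehicle.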
# FLuc modulator: inhibits or activates purified firefly luciferase, miR-21 counter-screen; P08659; purified FLuc, Km substrates, luminescence inhibition; Potency, µM (highest dose often 57.5 µM), for inactives: at the highest dose activity change, negative = inhibition, actives largely listed as inhibitors; 360,000 compounds, 6.9% hits;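 also: plate controls were vehicle for no effect and reference inhibitor for full effect; nearly all actives have a fitted effect of over 55% in size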
# Target sequence (P08659 whole entry, looked up): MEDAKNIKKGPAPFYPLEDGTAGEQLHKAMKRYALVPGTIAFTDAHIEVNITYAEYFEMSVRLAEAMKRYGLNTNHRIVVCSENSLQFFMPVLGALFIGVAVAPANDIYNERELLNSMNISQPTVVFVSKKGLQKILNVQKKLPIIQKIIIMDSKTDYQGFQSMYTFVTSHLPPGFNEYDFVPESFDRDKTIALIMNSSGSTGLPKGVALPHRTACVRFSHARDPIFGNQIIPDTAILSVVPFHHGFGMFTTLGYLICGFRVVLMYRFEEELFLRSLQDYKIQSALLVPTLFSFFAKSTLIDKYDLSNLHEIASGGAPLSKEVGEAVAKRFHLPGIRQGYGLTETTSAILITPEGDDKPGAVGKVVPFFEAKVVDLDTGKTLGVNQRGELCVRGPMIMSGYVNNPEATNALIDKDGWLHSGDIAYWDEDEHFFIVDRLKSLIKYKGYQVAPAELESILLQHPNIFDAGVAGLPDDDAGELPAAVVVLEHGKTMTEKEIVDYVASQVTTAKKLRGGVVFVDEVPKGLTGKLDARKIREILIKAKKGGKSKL
#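 Purified P. pyralis luciferase (10nM final) with 10uM D-luciferin and 10uM ATP (Km levels) in 50mM Tris acetate pH 7.5, 10mM Mg acetate, 0.01% Tween-20, 0.05% BSA; qHTS 6-point titration, ~60 µM downward; luminescence read.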
# * marks the source's active call; other numbers are inactive results; ? = inconclusive; nt = no result given. Calls follow the shape of the dose curve; as a rule, active = well fitted curve in the direction sought with a large enough effect; inconclusive = small, poorly fitted or top-dose-only effect, or another doubt; inactive = no such curve, though single readings can be large; an effect the other way counts as inactive or inconclusive. Potency is read from the fitted curve at half-maximal effect. The list is partial, so the mix of outcomes need not match the whole.
SMILES,BRCA1 expr up,FLuc modulator
COc1cc(C(=O)N2CCC(c3nc4ccccc4s3)CC2)cc(OC)c1OC,nt,0%
COc1ccc(NC(=O)CCn2c(-c3ccc(F)cc3)cc(C(C)=O)c2C)c(OC)c1,nt,5%
COc1cc(Nc2ncc3c(n2)CCN(Cc2cc(Br)cs2)C3)cc(OC)c1,nt,2%
CCc1ccc(NC(=O)c2cc3c(COC(C)=O)cnc(C)c3oc2=O)cc1,nt,-2%
CC(C)N1CCc2c(sc(NC(=O)c3ccc(S(=O)(=O)N(C)C4CCCCC4)cc3)c2C(N)=O)C1,nt,?
Cc1ccc2scc(N3CCN(c4ccc(F)cc4)CC3)c(=O)c2c1,nt,-12%
CC1CCC(NC(=O)c2ccc3c(c2)N(Cc2ccccc2F)C(=O)c2ccccc2S3)CC1 (centres undefined),nt,1%
COc1ccccc1/C=C/c1nc(C#N)c(N2CCCCC2)o1,nt,-3%
Cc1cc(NC(=O)CN2C(=O)c3cccnc3Sc3ccccc32)ccc1Br,nt,-19%
CN(C)CCNC(=O)c1ccc2c(=O)n3c(nc2c1)CCCCC3,nt,-2%
CCCSc1ncc(Cl)c(C(=O)N2CCN(c3ccc(OC)cc3)CC2)n1,nt,-12%
O=C(Nc1ccccc1C(F)(F)F)C1(S(=O)(=O)c2ccc(Cl)cc2)CC1,nt,-2%
Cc1cc(C)c(NC(=O)COc2ccc3c(C)cc(=O)oc3c2)c(C)c1,nt,-9%
COc1cc(C2C(=O)N(C3CCCCC3)CC(=O)N2C2CCCC2)ccc1OC(C)C (centres undefined),nt,-10%
COc1ccccc1C(=O)NCCSc1c(C)[nH]c2ccccc12,nt,-17%
COc1ccccc1CNC(=O)C1CCCN(c2nn3cc(-c4ccc(F)cc4)nc3s2)C1 (centres undefined),nt,?
COc1cccc(C(=O)Nc2nc3nc(-c4ccccc4)cc(=O)n3[nH]2)c1,nt,?
COc1ccc(-c2cn3c(n2)sc2cc(C(=O)Nc4cccc(SC)c4)ccc23)cc1,nt,-13%
CCc1ccc2oc(-c3cccc(NC(=O)c4cc5ccccc5o4)c3)nc2c1,nt,2.4µM*
CCCS(=O)(=O)c1nc(S(=O)(=O)c2ccc(C)cc2)c(NCc2ccccc2)s1,nt,-3%
CC1(C)CC2(OC2c2ccccc2)C(=O)c2ccccc21 (centres undefined),5%,nt
CCOC(=O)[C@]12CCC=C1N(Cc1ccco1)C(=O)[C@H](CC(=O)N1CCOCC1)C2,19%,nt
Cc1ccc(CN2CCC2(C)C(=O)NC(C)C)cc1 (centres undefined),18%,nt
CC1(Oc2cccc(F)c2)CCN(Cc2csc3ccccc23)C1 (centres undefined),7%,nt
COCCNc1nc(Oc2cccc(NC(C)=O)c2)c2sc(-c3ccccc3)cc2n1,-18%,nt
CC1(C)CN(CCc2ccccc2)C(=O)[C@H]1CC(=O)Nc1ccc(Br)cc1,-2%,nt
CCOC1=C2[C@H](c3ccccc3)N(S(=O)(=O)c3ccccc3)C[C@H]2n2c(=O)n(-c3ccccc3)c(=O)n2C1,3%,nt
CC(C)C#Cc1cnc2c(c1)C(=O)N([C@H](C)CO)C[C@@H](C)[C@H](CN(C)C(=O)Nc1ccccc1F)O2,6%,nt
CC(=O)Nc1ccc(-c2ccnc3c2CC(C)(C(=O)NCc2ccc(N4CCN(C)CC4)cc2)O3)cc1 (centres undefined),27%,nt
CCCCn1nc(C(=O)N(C)Cc2nc3ccccc3c(=O)[nH]2)c2ccccc2c1=O,-28%,nt
Nc1cc(N)nc(SCc2ccccc2Cl)n1,23%,nt
CC(=O)OC[C@@H]1CN(Cc2ccccc2)C[C@H](n2cnc3c(NC(C)C)ncnc32)O1,-6%,nt
CCc1nc2ccc(C(=O)NCCCN3CCCC3=O)cn2c1N(CCC(C)C)CCN(C)C,30%,nt
CN(N=Cc1ccccc1)C(=S)Nc1ccccc1,-6%,nt
CC1=C(C(=O)N(C(C)C)C(C)C)CC(CC(=O)NC2CCCC2)C(=O)N1CCCN1CCCC1=O (centres undefined),4%,nt
C[C@H]1CN([C@@H](C)CO)C(=O)c2cc(Br)cnc2O[C@H]1CN(C)S(=O)(=O)c1ccccc1F,15%,nt
O=C(Cc1cccc2ccccc12)NO,0%,nt
CC1COC(=C2C(=O)OCC2C)C1 (centres undefined),10%,nt
O=C(O)c1ccc(CSc2nc3c(c(=O)[nH]2)CCC3)cc1,18%,nt
COc1ccc(-n2nnnc2C(c2cccc(OC)c2OC)N2CCN(C/C=C/c3ccccc3)CC2)cc1 (centres undefined),-13%,nt
CC1(C(=O)Nc2cccc(OC(F)(F)F)c2)Cc2c(-c3ccc4c(c3)OCO4)ccnc2O1 (centres undefined),-43%,nt
OC(c1ccccc1)c1ncc(-c2ccc(C(F)(F)F)cc2)[nH]1 (centres undefined),8%,nt
CC1(C(=O)NS(=O)(=O)c2ccc(Cl)s2)CCN1C(=O)C1(c2ccc(Cl)cc2)CCC1 (centres undefined),6%,nt
CCOC(=O)c1c(C)[nH]c(C(=O)N(C)CC(=O)Nc2ccc(OCC)c(OCC)c2)c1C,4%,nt
CC(C)(C(=O)N1CCC1(C)C(=O)NS(=O)(=O)c1cccc(Cl)c1)c1ccccc1 (centres undefined),17%,nt
C[C@@H]1CN([C@@H](C)CO)C(=O)c2cc(Br)cnc2O[C@@H]1CN(C)S(C)(=O)=O,0%,nt
COc1ccc(NC(=O)N(C)C[C@@H]2OCc3cnnn3CCCC(=O)N([C@H](C)CO)C[C@H]2C)cc1,0%,nt
C=CCNc1nc2cc(-c3ccccc3C)sc2c(=O)n1C,-40%,nt
COC(=O)[C@]12CCCCC=C1N(Cc1ccccc1)C(=O)[C@H](CC(=O)NCc1ccc(C)o1)C2,13%,nt
COc1ccc(CN2C(=O)C(CC(=O)NC3CCCCC3)CC(C(=O)N3CCOCC3)=C2C)cc1 (centres undefined),2%,nt
CCCCCCN1C[C@H](O)[C@@H](n2cc(C3CC3)nn2)C[C@@H]1c1ccc(Cl)cc1,-15%,nt
Cc1ccc(CCNC(=O)CN2C(=O)CSc3ccc(S(=O)(=O)N4CCOCC4)cc32)cc1,-13%,nt
COc1cc(CNC(=O)Nc2nc(C(N)Cc3ccc(Cl)cc3)cs2)cc(OC)c1OC (centres undefined),-60%,nt
Cc1nc2c(OCc3ccc(C(F)(F)F)cc3)cccn2c1N(C)CC1CC1,-27%,nt
COc1cc(Cl)ccc1OC1(C)CCN(Cc2cccn2-c2nccs2)C1 (centres undefined),-19%,nt
O=C(c1ccoc1)N1CCN(c2cc(-c3cccc(F)c3)nc3cc(-c4cccc(Cl)c4)nn23)CC1,-5%,nt
O=C(Nc1cc(F)ccc1F)c1cnn2c1NC(=C1CC1)C=C2C(F)F,-11%,nt
COc1ccc(NC(=O)[C@H](C)NS(=O)(=O)c2ccc(NC(C)=O)cc2)cc1Cl,-10%,nt
COC(=O)N1C2CCCCC2=NN(c2ccccc2)N1C(=O)OC (centres undefined),12%,nt
COc1ccc(OC)c(NC(=O)Nc2nc(CN(C)C)cs2)c1,1%,nt

# The last two compounds of the section above come first, to join the parts:
SMILES,BRCA1 expr up,FLuc modulator
COC(=O)N1C2CCCCC2=NN(c2ccccc2)N1C(=O)OC (centres undefined),12%,nt
COc1ccc(OC)c(NC(=O)Nc2nc(CN(C)C)cs2)c1,1%,nt
C#CCNC(=O)C[C@@H]1C[C@@]2(C(=O)OCC)CCCC=C2N(Cc2cccc3ccccc23)C1=O,-4%,nt
CCOC(=O)N1CCC(=NNC(N)=O)C1,1%,nt
COCCCN1C(=O)C(CC(=O)NCCCN(C)C)CC(C(=O)N2CCCCCC2)=C1C (centres undefined),0%,nt
CC(C#N)(NC(=O)CN1CCN(S(=O)(=O)c2cccc(F)c2)CC1)C1CC1 (centres undefined),-11%,nt
CN(C)S(=O)(=O)c1ccc2c(c1)nc(CCC(=O)NCC(=O)Nc1ccc(F)c(F)c1F)n2C,5%,nt
Cc1ccc(NC2CCCN(C(=O)c3cc(C(C)C)nn3C)C2)cc1C (centres undefined),-12%,nt
CC(C)(C)c1ccc(C(=O)N2CCC2(C)C(=O)NCC(F)(F)F)cc1 (centres undefined),11%,nt
COCCN1C[C@@H](CO)O[C@@H](n2cnc3c(NCc4ccco4)ncnc32)C1,6%,nt
CCOC(=O)C1CCCN(C(=O)c2c(-c3ccccc3)noc2C)CC1 (centres undefined),-6%,nt
CC1(C(=O)NS(=O)(=O)Cc2ccccc2C(F)(F)F)CCN1C(=O)Cc1cccs1 (centres undefined),6%,nt
COc1cc(OC)cc(-c2noc(-c3csc([C@@H]4C[C@H](O)[C@@H](CO)O4)n3)n2)c1,10µM*,nt
N#CC(=Cc1ccccn1)c1nc(-c2ccc(Cl)cc2)cs1,-42%,nt
CC(=O)Nc1cc(-c2cccc(CO)c2)cn2c(-c3ccc(C(C)=O)cc3)cnc12,0%,nt
CCN1C(=O)[C@H]2[C@@H](c3ccc(OC)cc3)N[C@]3(CCCN(Cc4ccc(C)cc4)C3=O)[C@H]2C1=O,6%,nt
COc1ccccc1C(=O)NCCC(=O)NCCOc1ccc(C)cc1,-2%,nt

# Single records, from the list above. Values in the order: BRCA1 expr up, FLuc modulator
# COc1cc(OC)cc(-c2noc(-c3csc([C@@H]4C[C@H](O)[C@@H](CO)O4)n3)n2)c1 in the list: 10µM*, nt
# CCN1C(=O)[C@H]2[C@@H](c3ccc(OC)cc3)N[C@]3(CCCN(Cc4ccc(C)cc4)C3=O)[C@H]2C1=O in the list: 6%, nt
# CCOC(=O)N1CCC(=NNC(N)=O)C1 in the list: 1%, nt
# CCOC(=O)C1CCCN(C(=O)c2c(-c3ccccc3)noc2C)CC1 (centres undefined) in the list: -6%, nt
# CC(C)(C)c1ccc(C(=O)N2CCC2(C)C(=O)NCC(F)(F)F)cc1 (centres undefined) in the list: 11%, nt

# The list continues:
SMILES,BRCA1 expr up,FLuc modulator
CCOC(=O)N(C)c1c(CC)nc2c(OCc3ccc(Cl)cc3)cccn12,-24%,nt
O=C(Cc1ccccc1F)Nc1cccc(S(=O)(=O)N2CCCCC2)c1,-29%,nt
CC1=C(C(=O)N(C)C)CC(CC(=O)NCCCN(C)C)C(=O)N1Cc1ccccc1 (centres undefined),6%,nt
OCCN1CCN(c2cc(-c3ccc4ccccc4c3)nc3ccnn23)CC1,21%,nt
CC(=O)Oc1ccc(Cn2c(C)c(C(=O)NCCC#N)sc2=O)cc1,-1%,nt
CCC(c1nc2ccccc2[nH]1)N(C(=O)C1=NNC(=O)CC1)c1ccccc1 (centres undefined),8%,nt
C[C@H]1CCCCO[C@H](CN(C)CC2CCCCC2)[C@@H](C)CN([C@@H](C)CO)C(=O)c2cc(NS(=O)(=O)c3ccccc3)ccc2O1,-11%,nt
COCCNC(=O)C1(C)CCN(C(=O)c2cc(C)n(C(C)(C)C)n2)C1 (centres undefined),14%,nt
COCCNC(=O)C1(C)Cc2c(-c3ccc4c(c3)OCO4)ccnc2O1 (centres undefined),-49%,nt
CCCCCC(=O)N1C[C@@H](n2cc(-c3ccc(F)cc3)nn2)[C@H](O)C[C@@H]1c1ccc(C)cc1,-50%,nt
Cc1ccc(CC2(C)C(=O)Nc3c(Cl)cccc32)cc1 (centres undefined),19%,nt
CCC(=O)N1CCCC(C)(C(=O)Nc2nccc3cccnc23)C1 (centres undefined),5%,nt
O=C1NC(=O)C(=C2CCOC2=O)N1,-5%,nt
COc1cc(-c2cnc3c(NC=O)cc(-c4ccccc4)cn23)cc(OC)c1OC,-39%,nt
COc1ccc(CN2CCN(Cc3c[nH]c4ccccc34)CC2)cc1OC,-28%,nt
Cn1ccc2c(-c3ccc(C(=O)O)cc3)cc3c(c21)C1CCC3O1 (centres undefined),77%,nt
C#CCN(C[C@H]1[C@H](OC(=O)NCc2ccccc2)[C@H](OC(=O)NCc2ccccc2)C[C@@H](C(=O)OC)[C@H]1C(=O)OC)S(=O)(=O)c1ccc(C)cc1,-29%,nt
Cc1ccc(NS(=O)(=O)c2ccc(-c3coc(C)n3)cc2)c(Cl)c1,-21%,nt
COc1ccccc1Cc1c(-c2ccco2)nc2c3ccccc3ccn12,0%,nt
CCC(C)n1c(SCC(=O)NC2CC2)nc2ccccc2c1=O (centres undefined),-12%,nt
Cc1ccccc1NC(=O)CN1CCN(c2ccc(F)cc2)CC1,-24%,nt
Nc1ccccc1/C=C/c1ccnc2ccccc12,0%,nt
CNc1ccc(-c2cccc([N+](=O)[O-])c2)cn1,33%,nt
COc1cccc(/C=C/C(=O)N2CCN(S(=O)(=O)c3ccccc3)CC2)c1,5%,nt
CCOc1cccc(Cc2c[nH]c(=O)[nH]c2=O)c1,-3%,nt
c1ccc(OCCNc2nc(NCC3CC3)nc3cc(-c4ccccc4)sc23)cc1,-24%,nt
CC(C)C[C@@H]1CN(CCCC[C@H]2CNC(=O)C(=O)N2CCC2CCCCC2)C(=O)C(=O)N1CCC1CCCCC1,18%,nt
CC(=O)Nc1cc(-c2ccccc2N(C)C)cn2c(-c3ccc(S(C)(=O)=O)cc3)cnc12,-11%,nt
S=c1[nH]cc2cnccn12,-2%,nt
CC(C)C[C@@H]1O[C@H](CCc2ccccc2)Cc2[nH][nH]c(=O)c21,3%,nt
C[C@H](CO)N1C[C@H](C)[C@@H](CN(C)Cc2cccc(F)c2)Oc2cc(-c3cccc(C#N)c3)ccc2S1(=O)=O,10%,nt

# From PubChem
